# M. tuberculosis = growth inhibition of non-replicating M. tuberculosis (AID 488890) | actives 0.39% (n = 320,000) | Mycobacterium tuberculosis non-replicating, growth inhibition; higher % means a stronger effect | inhibition, % at 25 µM, or IC50 in µM where a hit was titrated; in the data active means a potency from the dose series; inconclusive means inhibition mostly from about 82% at the one dose, without a potency; inactive means the rest, 99 in 100 with inhibition below about 76%;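 further: plate controls were DMSO cells for no effect and high antibiotic wells for full effect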
# VEEV TC-83 Vero = inhibitors of VEEV TC-83 cytopathic effect, confirmation, Vero cells (AID 588727); Vero cells, VEEV TC-83 cytopathic effect inhibition; higher % means a stronger effect; one-dose inhibition, % at 20 µM; IC50 in µM for titrated hits; actives 0.13% (n = 350,000); in the data active means a potency from the dose series; inconclusive means inhibition mostly from about 14% at the one dose, without a potency; inactive means the rest, 99 in 100 with inhibition below about 12%; further: strong numbers were not always called active
# H37Rv inhibition = M. tuberculosis growth inhibition, HTS (AID 449762); M. tuberculosis H37Rv growth inhibition, 7H9 media; higher % means a stronger effect; inhibition, % at 25 µM; hits with a dose series show IC50 in µM; actives 0.59% (n = 330,000); in the data active means a potency from the dose series; inconclusive means inhibition above about 70% without an active follow-up result;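 further: bacterial growth assessed after seven days of incubation; strong numbers were not always called active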
# Salmonella PhoP GFP = PhoP regulon inhibitors, Salmonella typhi PhoP promoter GFP reporter, confirmatory (AID 1850); Salmonella Typhi PhoP-promoter GFP reporter, fluorescence, 4 h; higher % means a stronger effect; inhibition, % at 50 µM; hits with a dose series show IC50 in µM; actives 0.33% (n = 310,000); in the data active means a potency from the dose series; inconclusive means inhibition mostly from about 25% at the one dose, without a potency; inactive means the rest, 99 in 100 with inhibition below about 19%;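 further: 0% = induced wells with vehicle and 100% = uninduced wells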
# influenza NS1A = H1N1 influenza NS1A inhibitors, functional cell based assay (AID 504329); NS1A functional cell-based assay, percent inhibition; higher % means a stronger effect; inhibition, % at 12.5 µM, or IC50 in µM where a hit was titrated; actives 0.3% (n = 340,000); in the data active means a potency from the dose series; inconclusive means inhibition above about 27% without an active follow-up result; further: strong numbers were not always called active
# VEEV TC-83 Vero 10K pilot screen = recorded beside VEEV TC-83 Vero, whose call it bears; inhibition, %; measured here: 10K pilot screen inhibition
# An asterisk follows results filed as active; i = inactive; u = inconclusive; x = not tested or not shown.
SMILES,M. tuberculosis,VEEV TC-83 Vero,H37Rv inhibition,Salmonella PhoP GFP,influenza NS1A,others
O=C(Nc1ccc(Cl)cc1C(=O)N1CCCCC1)c1ccco1,-12%,0.1%,4%,3%,-9%,
O=C(c1cc2ccccc2s1)N1CCOCC1,-9%,5.2%,-9%,8%,14%,
Cc1[nH]c2ccc(F)cc2c1CCN(Cc1cccnc1)C(=S)Nc1ccccc1,22%,5.4%,21%,5%,8%,
N#C/C(C(=O)N1CCOCC1)=C1/SC(Cc2ccccc2Cl)C(=O)N1c1ccccc1 (stereo not given),56%,0.3%,1%,-5%,-1%,
COCCN1C(=O)C(=O)/C(=C(/O)c2ccc(C)cc2)C1c1ccccn1 (stereo not given),5%,i,1%,10%,-7%,
COc1ccc(N(CC(O)Cn2nnc3ccccc32)S(=O)(=O)c2ccc(C)cc2)cc1 (stereo not given),30%,i,-3%,-7%,5%,
C=CCn1c(SCc2ccc(C(=O)Nc3nccs3)cc2)nnc1-c1ccc(C)c(Cl)c1,37%,11%,26%,-5%,-8%,
C/C(=N\NC(=O)NC1CCCCC1)c1ccc(OC(F)F)cc1OC(F)F,29%,2.5%,6%,5%,3%,
CC1CCc2c(sc3ncnc(NCc4cccnc4)c23)C1 (stereo not given),54%,6.9%,41%,-7%,-5%,
CCO[C@H]1OC(C(=O)Nc2ccccc2)=C[C@@H](C2CC2)[C@@H]1CCCO,1%,0.7%,1%,-2%,-25%,
CC(=O)CCc1oc2ccc(C)cc2c1-c1ccc(C)o1,61%,6.5%,7%,8%,4%,
C=CC[C@@H](CC(=O)N(CCO)Cc1ccccc1)C(=O)N[C@H](COC(=O)[C@@H](CC=C)Cc1ccc(F)cc1)C(C)(C)C,24%,2.9%,-2%,x,5%,
Cc1cc2nsnc2c(S(=O)(=O)NCC(=O)O)c1C,-2%,0.4%,-3%,-7%,-3%,
CN=C1SC(CC(=O)Nc2ccc(N3CCOCC3)cc2)C(=O)N1C (stereo not given),-1%,3.4%,-2%,-5%,3%,
COC(=O)c1sccc1S(=O)(=O)NC(C)c1cnn(-c2ccc(OC)cc2)c1C (stereo not given),-22%,3.5%,-2%,-9%,17%,
CCO[C@@H]1OC(C(=O)NCc2ccccc2)=C[C@H](C2CC2)[C@H]1CCCO,1%,0.1%,4%,-5%,-6%,
CCn1c2ccccc2c2nnc(SCc3ccc(C(=O)OC)o3)nc21,0%,1.0%,-11%,-6%,-3%,
O=C(/C=C/c1ccccc1)Nc1cccc(C(=O)O)c1,9%,i,1%,-5%,1%,
Cc1cc(=O)oc2cc(OCC(=O)OCC(=O)Nc3c(C)n(C)n(-c4ccccc4)c3=O)ccc12,-22%,0.7%,1%,-3%,4%,
C=CCN(C(=O)CSc1nnnn1C)c1nc(-c2ccccc2)cs1,x,1.2%,x,x,-5%,
O=C(NC1CCCC1)C1CC(=O)N(c2ccc(F)cc2)C1 (stereo not given),-15%,0.5%,8%,12%,3%,
O=C(C[C@@H]1C/C=C/CCCC(=O)O[C@H](c2ccccc2)CNC1=O)NCCO,1%,i,0%,x,7%,
O=C(C[C@H]1C/C=C\C[C@@H](Cc2ccc(F)cc2)C(=O)OC[C@@H]2CCCN2C1=O)NCCO,-2%,i,2%,x,-7%,
CC(NC(=O)c1cn(C)c2ccc(S(=O)(=O)N3CCCC3)cc2c1=O)c1ccc2c(c1)OCCO2 (stereo not given),5%,6.8%,x,-15%,3%,
COc1cc(NC(=O)c2ccc(COCC(F)(F)F)o2)cc(OC)c1OC,-8%,1.4%,-10%,5%,-5%,
C=CCc1ccc(OCCn2cncn2)c(OC)c1,-1%,0.6%,-4%,-4%,-1%,
CCCc1nnc(SCC(=O)Nc2ccc(OCC)cc2)n1N,26%,2.0%,40%,-1%,-16%,
COc1ncnc2c1cnn2-c1ccccc1,3%,4.7%,7%,-5%,2%,
Cc1nnc(NC2=NCCC2)o1,x,1.0%,-8%,-21%,3%,
COc1cc2c(C(=O)N3CCOCC3)c(CSc3ccccc3)n(C)c2cc1Br,16%,5.4%,16%,-5%,-15%,

# Reprinted at random: five entries already listed, in no set order.
SMILES,M. tuberculosis,VEEV TC-83 Vero,H37Rv inhibition,Salmonella PhoP GFP,influenza NS1A,others
CC(NC(=O)c1cn(C)c2ccc(S(=O)(=O)N3CCCC3)cc2c1=O)c1ccc2c(c1)OCCO2 (stereo not given),5%,6.8%,x,-15%,3%,
O=C(C[C@@H]1C/C=C/CCCC(=O)O[C@H](c2ccccc2)CNC1=O)NCCO,1%,i,0%,x,7%,
O=C(NC1CCCC1)C1CC(=O)N(c2ccc(F)cc2)C1 (stereo not given),-15%,0.5%,8%,12%,3%,
Cc1nnc(NC2=NCCC2)o1,x,1.0%,-8%,-21%,3%,
O=C(C[C@H]1C/C=C\C[C@@H](Cc2ccc(F)cc2)C(=O)OC[C@@H]2CCCN2C1=O)NCCO,-2%,i,2%,x,-7%,

# For reference, some entries already given.
SMILES,M. tuberculosis,VEEV TC-83 Vero,H37Rv inhibition,Salmonella PhoP GFP,influenza NS1A,others
Cc1nnc(NC2=NCCC2)o1,x,1.0%,-8%,-21%,3%,
COc1cc2c(C(=O)N3CCOCC3)c(CSc3ccccc3)n(C)c2cc1Br,16%,5.4%,16%,-5%,-15%,

# Continuation:
SMILES,M. tuberculosis,VEEV TC-83 Vero,H37Rv inhibition,Salmonella PhoP GFP,influenza NS1A,others
CC1CC(NC(=O)c2cc3c(=O)n4ccccc4nc3n2C)CC(C)(C)C1 (stereo not given),14%,8.0%,9%,4%,-9%,
CS(=O)(=O)c1ccc(-c2nnc(NC(=O)c3ccc(S(=O)(=O)N4CCCC4)cc3)o2)cc1,-7%,1.4%,-4%,8%,-15%,
CCOC(=O)c1ccc(NC(=S)N2CCN(Cc3ccccc3)CC2)cc1,12%,1.0%,4%,-9%,9%,
O=C(Nc1ccccc1Cl)Oc1ccc2ccccc2c1,13%,x,u,0%,x,
CCOC(=O)C1CCN(CC(=O)Nc2c(C(=O)OC)[nH]c3ccc(Cl)cc23)CC1,16%,4.7%,35%,1%,6%,
COc1ccc(NC(=S)NCc2ccccn2)cc1OC,-2%,i,4%,-11%,-9%,
C#CC[N+](CC)(CC)CC#Cc1cccc(Cl)c1,-6%,i,-1%,13%,3%,
COc1ccccc1/C=C(/NC(=O)c1ccccc1)C(=O)NCCN1CCOCC1,-3%,0.3%,9%,15%,0%,
Cc1c(C(=O)N2CCN(C)CC2)oc2ccc(S(=O)(=O)N3CCOCC3)cc12,1%,i,0%,15%,-1%,
O=C(CCCCCNc1nc(=S)[nH]c2ccccc12)NCCc1ccccc1,-9%,1.0%,-2%,-9%,5%,
Cc1ccc(/C=N/NC(=O)Cc2ccc(Cl)cc2)c(O)c1,57%,11%,-2%,3%,-23%,
COc1ccccc1NC(=O)C(=O)NNS(=O)(=O)c1ccc2ccccc2c1,8%,7.0%,6%,5%,-14%,
Cc1cccc2c1CC(C)(C)NC2=C(C#N)C#N,11%,0.5%,3%,8%,1%,
COC(=O)c1c(C)[nH]c(C(=O)OCc2ccc(F)cc2)c1C,1%,2.4%,1%,1%,1%,
O=C(NCCCN1CCCC1=O)c1cccc(N2CCCC2=O)c1,-16%,1.7%,3%,-14%,3%,
CC(=NCc1ccco1)c1c(O)n(-c2ccc(Cl)cc2)c(=O)[nH]c1=O,5%,i,7%,1%,-2%,
c1ccc2nc(SCc3cn4ccccc4n3)cnc2c1,1%,4.7%,7%,-50%,1%,
Cc1ccc(OCCN(C)C(=O)CC2C(=O)NCCN2CC(C)(C)C)cc1 (stereo not given),-10%,i,-6%,3%,-16%,
COC(=O)c1c(NC(NC(=O)C(C)(C)C)C(Cl)(Cl)Cl)sc2c1CCC2 (stereo not given),3%,6.9%,-6%,-6%,-16%,
O=C(NC1CC1)c1cc(-c2ccc(Br)cc2)nc2ccccc12,11%,8.1%,-2%,x,-17%,
CC(=O)Nc1sc2c(c1C#N)CCC2,-17%,1.1%,1%,-2%,-4%,
Cc1ccc2c(c1)N(C(C)C(=O)NCc1ccccn1)C(=O)CO2 (stereo not given),1%,0.5%,-2%,-10%,-18%,
Cc1sc2ncnc(SCC(=O)N(C)C3CCS(=O)(=O)C3)c2c1C (stereo not given),-4%,i,3%,7%,9%,
CCOC(=O)c1ccc(N/C(=N\S(=O)(=O)c2ccc(F)cc2F)c2ccccc2)cc1,9%,1.7%,2%,2%,2%,
Cc1cc(OCC(O)CNC(C)c2ccccc2)ccc1C(C)C (stereo not given),u,2.8%,13%,38µM*,2%,
NC(=O)CNc1ncc(C(F)(F)F)cc1Cl,-4%,0.1%,-6%,2%,2%,
O=C(NCCc1cccc(Cl)c1)C1CCC(=O)N(Cc2ccc(Cl)cc2)C1 (stereo not given),14%,i,-7%,-1%,20%,
COC(=O)c1c(NC(=O)c2ccc(S(=O)(=O)N3CCOCC3)cc2)sc2c1CCN(C)C2,-12%,x,0%,1%,x,
CN(Cc1ccccc1)C(=O)C1CCCN1S(=O)(=O)c1ccc2c(c1)n(C)c(=O)c(=O)n2C (stereo not given),10%,0.6%,4%,3%,2%,
Cc1c(=O)n(OCc2ccccc2)c2ccccc2[n+]1[O-],-13%,0.6%,0%,9%,-12%,
O=C(NCCc1cccnc1)C1CCC(=O)N(Cc2cccc(C(F)(F)F)c2)C1 (stereo not given),-30%,1.8%,1%,10%,-6%,
CCCCN(C)CCCNC(=O)C1CC(=O)N(Cc2ccc(OC)cc2)C1 (stereo not given),3%,1.4%,6%,-5%,-1%,
COc1ccccc1N(C)S(=O)(=O)c1ccc(C(=O)Nc2nnc(C)s2)cc1,x,13%,x,x,3%,
COc1cc(OC)c(C(=O)OCC(=O)Nc2cc(C)on2)cc1OC,2%,1.1%,8%,-10%,4%,
Cc1cccc(OCC(=O)NNC(=O)C2CCN(c3ncnc4sc(C)c(C)c34)CC2)c1,-5%,9.6%,u,-2%,-7%,
CC/C(=N/OC(=O)c1cccc(C)c1)C(=O)c1cccs1,-13%,1.2%,4%,0%,4%,
CCCS(=O)(=O)N1CCCC(C(=O)NCc2ccc3c(c2)OCO3)C1 (stereo not given),-3%,0.5%,-2%,2%,2%,
CCn1c(C)cc(/C=C2\NC(=O)N(CC(=O)Nc3cccc(C)c3)C2=O)c1C,-1%,7.6%,8%,-1%,4%,
Cc1ccc(-n2c(O)c(C=Nc3ccc(S(=O)(=O)N(C)C)cc3)c(=O)[nH]c2=O)cc1,26%,i,0%,-3%,4%,
CN(C)c1cccc(C(=O)Nc2nc3ccccc3[nH]2)c1,u,3.0%,u,6%,8%,
COc1ccc(S(=O)(=O)N(C)C[C@H]2Oc3c(NC(=O)CCC(F)(F)F)cccc3C(=O)N([C@H](C)CO)C[C@@H]2C)cc1,0%,0.1%,5%,x,-3%,
Cc1cccc(C)c1OCC(=O)Nc1oc(-c2ccccc2)c(-c2ccccc2)c1C#N,20%,1.1%,10%,-8%,8%,
O=C1CC(c2ccccc2)CC(=NCCO)/C1=C(\O)CCCN1C(=O)c2ccccc2C1=O (stereo not given),-3%,0.4%,6%,4%,-1%,
Cc1cccc(S(=O)Cc2ccc(C(=O)N3CCN(C(=O)c4ccco4)CC3)o2)c1 (stereo not given),2%,i,0%,3%,8%,
Cc1ccc(-c2nc(-c3ccccn3)sc2CC(=O)O)cc1,-3%,1.3%,-7%,5%,-2%,
O=C(CCN1C(=O)/C(=C/c2ccc(F)cc2)SC1=S)NNC(=O)c1ccncc1,-7%,2.6%,-7%,-1%,2%,
COc1ccc(-c2nc3cc(C)ccn3c2NC(=O)c2c(F)cccc2Cl)cc1,8%,1.1%,17%,6%,3%,
Fc1ccccc1COc1cccc2cccnc12,9%,0.8%,3%,4%,0%,
COc1ccccc1CNCc1ccc(OC)c2ccccc12,24%,3.9%,-6%,6%,-8%,
CCOP(=O)(OCC)C(C#N)=C1SCN(c2ccc(Cl)cc2)CS1,72%,2.0%,0%,8%,1%,
# Next results follow:
SMILES,M. tuberculosis,VEEV TC-83 Vero,H37Rv inhibition,Salmonella PhoP GFP,influenza NS1A,others
CCOC(=O)c1c(S(=O)(=O)Nc2ccc(C)c(F)c2)c(C)n(C)c1C,0%,i,-1%,2%,6%,
CNS(=O)(=O)c1cc(S(=O)(=O)NC)c2cccc3c2c1NC3=O,12%,1.3%,2%,6%,7%,
COC(=O)c1ccccc1Oc1nc(Cl)cc(OC)n1,-45%,i,-10%,-7%,2%,
Cc1cc(/C=N/NC(=O)c2cc3ccccc3o2)c(C)n1C,29%,10%,19%,18%,-4%,
COc1ccccc1NC(=O)c1cc2ccc(O)cc2o/c1=N\O,9%,9.6%,u,-8%,5%,VEEV TC-83 Vero 10K pilot screen=9.3
